# PGE2 EP2 inh – EP2 receptor (human) inhibition; actives 0.52% (n = 260,000); C6 glioma cells expressing human EP2, cAMP TR-FRET; cells stimulated with saturating PGE2; inhibition, % at 25 µM; AID 1422; P43116;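 active = percent inhibition above 40 after rounding to a whole number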;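 note: rat C6 glioma host cells with rolipram phosphodiesterase inhibitor present; the protocol text gives 20 µM as final concentration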
# Target sequence (P43116 whole entry, looked up): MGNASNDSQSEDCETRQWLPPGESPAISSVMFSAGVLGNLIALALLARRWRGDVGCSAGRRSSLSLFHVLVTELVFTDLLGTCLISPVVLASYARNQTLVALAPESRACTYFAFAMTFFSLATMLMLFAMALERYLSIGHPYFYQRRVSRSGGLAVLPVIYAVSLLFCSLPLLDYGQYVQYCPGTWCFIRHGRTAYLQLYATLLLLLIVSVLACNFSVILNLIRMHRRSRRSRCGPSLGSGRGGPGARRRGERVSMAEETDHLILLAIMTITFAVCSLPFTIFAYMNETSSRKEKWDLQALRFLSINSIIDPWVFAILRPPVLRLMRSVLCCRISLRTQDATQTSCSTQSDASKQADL
# NCF1 inh – p47phox (human) inhibition. inhibition, % at 24.7 µM. actives 0.53% (n = 220,000). P14598. p47phox/p22phox peptide binding, fluorescence polarization, 2 h;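 active = inhibition above about 30%, limit read from the data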;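 note: 0% = p47phox with labelled peptide and 100% = labelled peptide alone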
# Target sequence (P14598 whole entry, looked up): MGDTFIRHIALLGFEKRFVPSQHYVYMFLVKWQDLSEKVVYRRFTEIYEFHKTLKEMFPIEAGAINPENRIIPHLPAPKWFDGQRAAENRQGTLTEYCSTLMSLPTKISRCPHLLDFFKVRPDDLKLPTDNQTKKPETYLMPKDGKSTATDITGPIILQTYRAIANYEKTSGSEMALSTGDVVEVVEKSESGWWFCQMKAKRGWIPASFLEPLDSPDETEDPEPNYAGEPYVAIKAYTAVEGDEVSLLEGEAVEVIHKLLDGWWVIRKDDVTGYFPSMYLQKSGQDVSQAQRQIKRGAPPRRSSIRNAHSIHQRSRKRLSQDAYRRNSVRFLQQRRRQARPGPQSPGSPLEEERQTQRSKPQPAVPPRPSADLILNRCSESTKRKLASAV
# Ba/F3 V617F tox – reduce viability of Ba/F3 cells dependent on JAK2V617F | AID 1446 | inhibition, % at 5.6 µM | actives 1.1% (n = 220,000) | Ba/F3 EpoR-JAK2V617F viability, ATP luminescence;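 active = inhibition above the campaign mean plus 3 SD over all tested compounds, cut at about 24% in these data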;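 note: cytokine-independent growth of Ba/F3 cells driven by EpoR plus mutant JAK2; 0% = DMSO-treated cells and 100% = JAK inhibitor I control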
# p97 inhibitor – blocks human p97 ATPase activity; recombinant p97 ATPase, Kinase-Glo ATP luminescence, 3 h; actives 0.42% (n = 220,000); inhibition, % at 8 µM; P55072; AID 1481; in the data active = inhibition above about 15%;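 note: 0% = DMSO vehicle and 100% = wells lacking enzyme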
# Tb hexokinase – T. brucei hexokinase 1 inhibition | recombinant TbHK1, G6PDH-coupled NADH A340 | inhibition, % at 10 µM | actives 0.11% (n = 220,000);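 active = inhibition of 50% or more in the single-dose primary screen; inactive = inhibition below 50%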
# PPC-1+TRAIL kill – compounds killing PPC-1 cancer cells with TRAIL present (potentiator screen, no TRAIL-free arm); PPC-1 cells + TRAIL, ATPLite viability luminescence; cell killing (% activity), % at 4 µM; actives 0.41% (n = 220,000);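 active = cell killing above 50% in the first pass at 4 µM, then a duplicate retest at 5 µM averaging 50% or more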;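 note: plate controls were cells with TRAIL plus DMSO for no effect and medium-only wells lacking cells for full effect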
# BaF3 tox – reduces parental Ba/F3 cell viability, JAK2V617F counter-screen. inhibition, % at 5.6 µM. CellTiter-Glo ATP luminescence. actives 1.1% (n = 220,000);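 active = inhibition above a per-campaign cutoff, the mean inhibition of all tested compounds plus 3 SD, cut at about 27% in these data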;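 note: 0% = DMSO wells and 100% = JAK Inhibitor I control wells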
# Furin inhibitor – inhibitors of human furin; purified furin, fluorogenic substrate cleavage; P09958; inhibition, % at 30 µM; actives 0.061% (n = 220,000); in the data active = inhibition above about 25%; note: inactives centre near -15
# RBBP9 inh – blocks human serine hydrolase RBBP9 | actives 0.2% (n = 220,000) | recombinant RBBP9, FP-Rh probe fluorescence polarization | inhibition, % at 7.94 µM | AID 1515 | O75884;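 active = inhibition above the campaign mean of all tested compounds plus 3 SD, cut at about 14% in these data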;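 note: plate controls were DMSO wells with RBBP9 for no effect and wells lacking RBBP9 protein for full effect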
# Target sequence (O75884 whole entry, looked up): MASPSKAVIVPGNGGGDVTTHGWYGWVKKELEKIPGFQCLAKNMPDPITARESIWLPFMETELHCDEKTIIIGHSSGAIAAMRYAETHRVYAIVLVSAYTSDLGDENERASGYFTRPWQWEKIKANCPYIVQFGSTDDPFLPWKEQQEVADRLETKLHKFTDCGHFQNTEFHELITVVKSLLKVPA
#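 Material: RBBP9 protein. Amount: RBBP9 at 2.5 µM in dispensed solution, before mixing. Schedule: 30 min then 45 min, 25 °C. Medium: Tris buffer pH 8.0, NaCl, Pluronic. Measured by: fluorescence polarization. Measure: percent inhibition from mP, scaled between DMSO and no-protein wells. Replication: one well per compound.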
# * marks the source's active call; other numbers are inactive results; . = not tested or not shown; & = joins results of further samples; [ ] = dose if it differs, or a comment. These rows are one share of the data. The share of hits here may be higher or lower than overall.
SMILES,PGE2 EP2 inh,NCF1 inh,Ba/F3 V617F tox,p97 inhibitor,Tb hexokinase,PPC-1+TRAIL kill,BaF3 tox,Furin inhibitor,RBBP9 inh
O=C(Nc1cccc(Cl)c1)Nc1cc(S(=O)(=O)N2CCCCC2)ccc1Cl,10,-48,-2,5,0,3,2,-24,-35
Cn1nnnc1SCC(=O)N1CCCc2ccccc21,10&12,2,-1,-1,-2,10,2,-19[20 µM],-5
CN(Cc1ccccc1)S(=O)(=O)c1ccc2c(c1)n(C)c(=O)n2C,12,2,0,-1,-8,-16,4,-25[20 µM],-2
COc1cccc(-c2nc(N3CCN(C)CC3)c3ccccc3n2)c1O,7,-6,5,-2,-40,6,5,-8,-4
CCCCNc1ccc2nsnc2c1[N+](=O)[O-],4,-24,-3,7,-13,6,4,-10,-8
CNC(=O)c1ccc(N(Cc2ccccc2)S(C)(=O)=O)cc1,7,-13,-4,2,1,12,3,-16[20 µM],-7
CCOC(=O)c1[nH]c(C)c(C(=O)NC)c1C,9,-9,-4,4,0,19,-1,-28,1
COc1cc(C2C(C(=O)Nc3ccc(F)cc3)=C(C)Nc3nc(CCCO)nn32)cc(OC)c1OC (stereo not given),3,8,.,.,-8,-19,.,-11,.
CCOc1ccc(N2C(=O)/C(=C/c3cccs3)N(CC(=O)OC)C2=S)cc1,7,-33,1,-2,-4,14,2,-14[20 µM],4
CC12C(=O)N(Cc3ccccc3)C(=O)C1C1C=CC2C1 (stereo not given),5,-11,-3,-2,0,25,-1,-9,-8
COC(=O)c1cccc(Oc2cccc(C(F)(F)F)c2)n1,9,-9,1,0,-3,10,9,-25,-7
O=C(O)Cc1cn(Cc2cccc(Cl)c2)c2ccccc12,6,9,1,3,2,4,8,-32,-5
O=C(CN1CCCCC1)Nc1scc2c1c(=O)oc1ccccc12,5,-6,2,3,-16,15,-5,-15,-4
COc1ccc(CCN2CC(C(=O)NCc3ccc(F)cc3)CC2=O)cc1OC (stereo not given),6,-6,-1,4,-4,-15,-7,-1,3
COc1ccc(OC)c(CN(CCN2CCOCC2)C(=O)Nc2ccccc2)c1,4,-12,0,6,-4,3,7,-26,-9
Cc1ccc2nc3c(cc(C(=O)NCCCn4ccnc4)n3C)c(=O)n2c1,15,-8,-2,4,-30,6,6,-165,-4
CCOC(=O)c1[nH]c2ccc(F)cc2c1NC(=O)Nc1ccccc1OC,7,3,4,0,-10,20,4,-19[20 µM],-7
CCCCNc1nnc(CCn2nc(C)c(Br)c2C)s1,13,-4,-4,2,9,9,1,-27,-10
CCn1c(COc2ccccc2C(N)=O)nc2ccccc21,11,-7,2,-4,-1,8,3,-10[20 µM],-2
Cc1nn(CC(=O)Nc2ccc(C(=O)N3CCCCC3)cc2)c(=O)c2ccccc12,8,-1,-2,2,4,2,6,-18[20 µM],1
Cc1ccc2cc(C)c(Sc3nnnn3-c3ccccc3)nc2c1,6,-4,4,-4,36,22,8,-4,-12
O=C(NC(CO)Cc1ccc([N+](=O)[O-])cc1)C(Cl)Cl (stereo not given),8,3,-1,-6,33,-1,6,-12,-8
CC(C)CCNC(=O)C(c1ccncc1)N(CC1CCCO1)C(=O)Cn1nnc(-c2ccc(F)cc2)n1 (stereo not given),4,2,3,-4,7,-6,2,-6,-12
O=C1CSC(c2ccccc2F)N1c1ccccc1 (stereo not given),4,-3,2,0,-1,10,4,-21[20 µM],1
S=C(c1ccc(-c2ccc(Cl)cc2Cl)o1)N1CCCC1,12,-10,-5,4,-12,5,4,-11,-1
O=C(Nc1nnc(SCc2ccc(F)cc2)s1)C1Cc2ccccc2CN1C(=O)c1ccco1 (stereo not given),8,-63,-1,0,4,18,5,-18[20 µM],-10
CCOC(=O)c1c(C)[nH]c(C(=O)OCC(=O)N2CCN(S(=O)(=O)c3ccccc3)CC2)c1C,5,-16,-1,2,-4,-6,6,-22[20 µM],0
COc1ccc(N2C(=O)CCC(C(=O)O)C2c2ccc(F)cc2)cc1 (stereo not given),13,-12,2,-1,6,22,7,-26,2
CCCCOc1ccc(/C=N/NC(=O)c2csc(C)c2C)cc1,8,-13,3,-3,4,-1,4,-5[20 µM],-4
N#CNC(=Nc1cccc(F)c1)SCc1ccccc1F,5,-14,-7,5,1,13,4,-25,-6
CCCOC(=O)c1ccc(NC(=O)c2cn(CC)c3nc(C)ccc3c2=O)cc1,.,-5,3,-4,-5,-16,9,2[20 µM],5
COc1ccc(-c2nnc(NC(=O)c3ccc(S(=O)(=O)N4CCCc5ccccc54)cc3)o2)cc1,.,-31,0,6,-10,1,4,-29,-8
CCCN(CCO)Cc1ccc(F)c(Br)c1,-3,-9,-5,8,4,9,2,-21,-5
Cc1cn(CCC(=O)Nc2ccccc2N2CCOCC2)c2ccccc12,15,-8,0,-5,4,3,-2,-3,-2
Nn1c(Cc2cccc3ccccc23)nnc1SCc1ccc(Cl)c(Cl)c1,8,-22,1,3,4,4,8,-28,-11
O=C(CNCc1ccncc1)Nc1cc(S(=O)(=O)N2CCCCC2)ccc1Cl,5,-9,-1,2,-9,-13,6,-24,-2
Nc1cc(N)nc(SCC(=O)c2ccc3c(c2)NC(=O)CO3)n1,4,-2,-2,3,-3,-1,4,-6,-5
Cc1cc(C)n(-c2nnc(C)n2/N=C/c2cc(Br)ccc2OCc2ccccc2)n1,9,1,1,-5,-8,19,4,-3,-7
O=C(COC(=O)c1ccccc1O)Nc1cccnc1Cl,6,4,-5,3,34,-19,2,-15,0
CCn1c(SCC(=O)N/N=C/c2c[nH]c3ccccc23)nnc1-c1ccc(C(C)(C)C)cc1,5,-16,-2,7,-10,14,6,-15,-1
O=C1CSC(c2ccccc2)N1CC(O)c1ccc([N+](=O)[O-])cc1 (stereo not given),3,-3,3,-2,-7,-8,4,-12,-11
CN(C)S(=O)(=O)c1ccc2c(c1)C(CC(=O)O)OC2=O (stereo not given),8&7,-1,-2,1,0,37,5,-35[20 µM],3
CCCOc1ccc(C(=O)Nc2nc(C)c(Cc3ccc4c(c3)OCO4)s2)cc1,17,1,2,-4,9,-2,3,-14,-13
CC(C)c1ccc(OCC(=O)NC(Cc2c[nH]c3ccccc23)C(=O)O)cc1 (stereo not given),10,-20,0,0,7,7,9,-20,1
Cc1ccc(S(=O)(=O)Cc2ccc(C(=O)N3CCN(c4cc(C)ccc4C)CC3)o2)cc1,1,-15,4,-4,4,-10,6,-16,-7
Cc1ccc(C2CC(=O)Nc3cc4c(cc32)OCO4)o1 (stereo not given),6,-13,-1,0,-7,0,5,-25[20 µM],-2
CC1(C)NC(=O)N(CC(O)CN2C(=O)NC(C)(C)C2=O)C1=O,8,2,-1,-2,4,4,2,2,-5
C/C(=N/NC(=O)CNC(=O)COc1ccccc1)c1ccco1,6,5,-2,1,-1,6,0,-15,-1
O=C(NCCNS(=O)(=O)c1cccc(C(F)(F)F)c1)c1cc(OCC(F)(F)F)ccc1OCC(F)(F)F,8,-1,-4,1,4,22,2,-1[20 µM],-9
COc1ccc(NC(=O)CSc2nc(N)c(-c3ccccc3)c(=O)[nH]2)cc1,7&10,-11,-2,1,-5,23,1,-13[20 µM],-8

# Some of these compounds in order of heavy-atom count, low to high:
SMILES,PGE2 EP2 inh,NCF1 inh,Ba/F3 V617F tox,p97 inhibitor,Tb hexokinase,PPC-1+TRAIL kill,BaF3 tox,Furin inhibitor,RBBP9 inh
CCCN(CCO)Cc1ccc(F)c(Br)c1,-3,-9,-5,8,4,9,2,-21,-5
Cc1ccc(C2CC(=O)Nc3cc4c(cc32)OCO4)o1 (stereo not given),6,-13,-1,0,-7,0,5,-25[20 µM],-2
O=C(COC(=O)c1ccccc1O)Nc1cccnc1Cl,6,4,-5,3,34,-19,2,-15,0
CC1(C)NC(=O)N(CC(O)CN2C(=O)NC(C)(C)C2=O)C1=O,8,2,-1,-2,4,4,2,2,-5
C/C(=N/NC(=O)CNC(=O)COc1ccccc1)c1ccco1,6,5,-2,1,-1,6,0,-15,-1
O=C1CSC(c2ccccc2)N1CC(O)c1ccc([N+](=O)[O-])cc1 (stereo not given),3,-3,3,-2,-7,-8,4,-12,-11
COc1ccc(NC(=O)CSc2nc(N)c(-c3ccccc3)c(=O)[nH]2)cc1,7&10,-11,-2,1,-5,23,1,-13[20 µM],-8
O=C(CNCc1ccncc1)Nc1cc(S(=O)(=O)N2CCCCC2)ccc1Cl,5,-9,-1,2,-9,-13,6,-24,-2
CCCOc1ccc(C(=O)Nc2nc(C)c(Cc3ccc4c(c3)OCO4)s2)cc1,17,1,2,-4,9,-2,3,-14,-13
Cc1cc(C)n(-c2nnc(C)n2/N=C/c2cc(Br)ccc2OCc2ccccc2)n1,9,1,1,-5,-8,19,4,-3,-7
Cc1ccc(S(=O)(=O)Cc2ccc(C(=O)N3CCN(c4cc(C)ccc4C)CC3)o2)cc1,1,-15,4,-4,4,-10,6,-16,-7
CCn1c(SCC(=O)N/N=C/c2c[nH]c3ccccc23)nnc1-c1ccc(C(C)(C)C)cc1,5,-16,-2,7,-10,14,6,-15,-1
COc1ccc(-c2nnc(NC(=O)c3ccc(S(=O)(=O)N4CCCc5ccccc54)cc3)o2)cc1,.,-31,0,6,-10,1,4,-29,-8
O=C(NCCNS(=O)(=O)c1cccc(C(F)(F)F)c1)c1cc(OCC(F)(F)F)ccc1OCC(F)(F)F,8,-1,-4,1,4,22,2,-1[20 µM],-9

# Next section.
SMILES,PGE2 EP2 inh,NCF1 inh,Ba/F3 V617F tox,p97 inhibitor,Tb hexokinase,PPC-1+TRAIL kill,BaF3 tox,Furin inhibitor,RBBP9 inh
O=C1NC(=O)/C(=C/C(=O)N2CCOCC2)S1,7,2,-2,2,-21,19,5,-19,1
CCOc1cc(/C=N/NC(=O)Cn2nc([N+](=O)[O-])cc2C)cc(Br)c1OCc1ccccc1F,1,-9,6,0,-4,22,5,-8[20 µM],-1
Cc1ccc(Nc2nc(Cl)c(C=O)s2)cc1Cl,5,-81,1,10,-6,8,1,-10,-2
C/C(=N\NC(=O)c1ccc(Cl)cc1)c1cccc(NC(=O)C(C)C)c1,9,-1,4,-1,-5,-4,2,-17[20 µM],2
O=C(COC(=O)c1cn(-c2ccccc2)nc1-c1ccccc1)Nc1ncc(Cl)cc1Cl,5,-58,-1,-1,-5,10,-6,-25,2
O=C(CNC(=S)N(Cc1ccccc1F)C1CCCCC1)NCCN1CCOCC1,8,-3,2,4,-10,17,7,-20,-1
Cc1c(C(=O)NC(C)c2ccccc2)c(-c2ccccc2)nn1-c1ccccc1 (stereo not given),11,0,-2,2,1,21,2,-10[20 µM],-1
COC(=O)C1CSc2[nH]c(=O)sc2C1c1ccc(OC)c(OC)c1 (stereo not given),11,20,-1,4,6,15,1,-4[20 µM],0
COc1ccccc1-c1c(NC(=O)c2ccco2)n(-c2ccccc2)nc(C)c1=O,7,-6,4,-4,-10,2,2,-5,-6
COc1ccc(NC(=O)CSc2nnnn2C)cc1,5,7,0,4,2,16,7,-32,8
COc1ccc(NC(=O)NN(C(=O)c2ccccc2)C(C)(C)C)cc1,7,-12,-1,4,39,23,6,-11,0

# Assay outcomes from PubChem BioAssay.
